MsrA inhibitor: inhibits bovine methionine sulfoxide reductase A | purified bovine MsrA, absorbance read-out | inhibition, % at 15.5 µM | 360,000 compounds, 0.75% hits | AID 651718; in the data active means inhibition above about 4.5%;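 further: 0% = vehicle wells with enzyme and 100% = reference inhibitor wells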
Tb MetRS inh: blocks T. brucei methionyl-tRNA synthetase activity; purified T. brucei MetRS, ATP depletion, Kinase-Glo luminescence; 360,000 compounds, 0.4% hits; inhibition, % at 11.9 µM;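 active means inhibition above a per-plate cutoff of the control wells' mean inhibition plus 3 SD, cut at about 5.5% in these data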;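 further: 0% = DMSO wells median and 100% = median of wells with control inhibitor compound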
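Material – parasite MetRS enzyme · Medium – HEPES-MgCl2-KCl buffer plus DTT, spermine, BSA, pyrophosphatase · Reagent – ATP, methionine and E. coli bulk tRNA substrates · Times – 15 min enzyme-compound preincubation, 2 h reaction, 10 min detection, 25 °C · Measured by – luminescence of leftover ATP · Evaluation – percent inhibition relative to median high and low control wells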
eLon inh: inhibits E. coli Lon protease. purified E. coli Lon protease, fluorescence polarization. 360,000 compounds, 0.42% hits. inhibition, % at 7.94 µM. P0A9M0; in the data active means inhibition above about 13%, passing the limit was not always enough;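 further: 0% = enzyme with probe and DMSO and 100% = no enzyme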
CendR NRP1 mod: NRP-1/CendR interaction modulation; O14786; FAM-RPARPAR peptide binding to NRP-1, fluorescence polarization; 360,000 compounds, 0.85% hits; AID 602438; inhibition, % at 25 µM;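 active means inhibition or corrected inhibition above about 18%, plus a signal ratio from 0.5 to 1.5, limit read from the data, passing the limit was not always enough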; further: strong numbers were not always called active
PABP1 MLLE inh: inhibitors of microRNA-mediated deadenylation, human PABP1 MLLE binding; P11940; GST-MLLE / FITC-PAM2 fluorescence polarization; inhibition, % at 20 µM; 360,000 compounds, 0.36% hits; AID 588489; in the data active means inhibition above about 35%, passing the limit was not always enough;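 further: plate controls were DMSO wells with GST-MLLE for no effect and wells lacking GST-MLLE protein for full effect; some results filed as inactive read as strong as hits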
Target sequence (P11940 whole entry, looked up): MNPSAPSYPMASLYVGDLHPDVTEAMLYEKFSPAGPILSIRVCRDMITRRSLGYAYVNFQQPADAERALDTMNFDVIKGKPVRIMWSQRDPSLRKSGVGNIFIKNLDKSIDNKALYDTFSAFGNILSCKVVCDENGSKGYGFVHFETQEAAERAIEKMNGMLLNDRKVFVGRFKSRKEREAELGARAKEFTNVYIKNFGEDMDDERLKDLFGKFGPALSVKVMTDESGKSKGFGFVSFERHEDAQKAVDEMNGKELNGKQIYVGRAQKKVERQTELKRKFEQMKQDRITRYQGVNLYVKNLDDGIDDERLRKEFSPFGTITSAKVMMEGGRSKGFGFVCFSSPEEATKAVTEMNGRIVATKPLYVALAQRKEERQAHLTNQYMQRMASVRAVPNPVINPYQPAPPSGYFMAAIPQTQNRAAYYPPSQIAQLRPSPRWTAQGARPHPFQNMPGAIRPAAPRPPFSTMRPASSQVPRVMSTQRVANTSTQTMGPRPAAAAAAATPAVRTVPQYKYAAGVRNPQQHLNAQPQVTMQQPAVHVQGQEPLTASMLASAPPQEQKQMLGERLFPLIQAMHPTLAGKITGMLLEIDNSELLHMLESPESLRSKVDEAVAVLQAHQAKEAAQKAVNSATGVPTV
FAS-TE inh: FAS thioesterase (human) inhibition. P49327. 360,000 compounds, 0.67% hits. recombinant FAS-TE, OMFH fluorogenic substrate, fluorescence endpoint. inhibition, % at 15 µM;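 active means compounds whose normalised, plate-corrected inhibition of enzyme fluorescence in the single-dose primary screen is 50% or more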;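 further: 0% = DMSO with enzyme and 100% = substrate without enzyme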
MT1-MMP act inh: blocks activation of human MT1-MMP; P50281; HT1080 RFP-PRO-GFP cells, GFP/RFP ratio fluorescence, overnight; percent of plate control window, DMSO zero; GFP/RFP ratio change, % at 20 µM; 360,000 compounds, 0.061% hits;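 active means GFP/RFP ratio change of at least 30% with cell ATP level not reduced by more than half and red fluorescence within 50% of control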; further: strong numbers were not always called active
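system = RFP-PRO-GFP reporter HT1080 cells | dosing = 20 µM single dose, 1% DMSO | timing = overnight cell settling, then overnight compound exposure, 37 °C, 5% CO2 | read-out basis = GFP/RFP fluorescence ratio | controls = DMSO and RFP-L50D-GFP cell wells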
MsrA act: bovine methionine sulfoxide reductase A activation; purified bovine MsrA, absorbance read-out; activation, % at 10.6 µM; 360,000 compounds, 0.3% hits; in the data active means activation above about 7.5%;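 further: 0% = vehicle and 100% = reference activator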
SKN-1 inh: inhibitors of C. elegans SKN-1; C. elegans VP596 Pgst-4::GFP/RFP ratio, acrylamide-induced, 24 h; inhibition, % at 21.8 µM; 360,000 compounds, 0.49% hits; AID 624304;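 active means interference check ratio from 0.5 to 1.5 plus GFP to RFP signal ratio inhibition reaching or exceeding a fixed threshold, cut at about 30% in these data, passing the limit was not always enough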; further: some compounds called inactive have numbers as strong as hits
* = called active by the depositor; nt = not tested or not shown.

SMILES	MsrA inhibitor	Tb MetRS inh	eLon inh	CendR NRP1 mod	PABP1 MLLE inh	FAS-TE inh	MT1-MMP act inh	MsrA act	SKN-1 inh
Cc1ccccc1CN1CCN(Cc2cc3ccccc3o2)CC1CCO (stereo unspecified)	0.1	-0.1	4	6	-1	4	-4	-3	13
Cc1ccc(/C=C/c2ccc(=O)n(Cc3ccc(F)cc3)n2)cc1	0.3	-0.7	-2	7	-4	50*	0	0	6
CC(C)CNC(=O)C(=O)NCc1ccccn1	0.9	-0.5	-7	-2	-1	-9	0	-4	0
Cc1cc(-c2nc(C)c(-c3nnc(SCC(=O)Nc4ccccc4)n3C)s2)no1	-0.6	0.4	2	9	-8	-4	1	-4	-7
CNC(=O)c1ccc(Nc2nnc(-c3ccc(O)cc3)c3ccccc23)cc1	2.2	-0.5	-10	-11	1	-3	8	-2	4
CCOC(=O)c1nnn(-c2nonc2N)c1CN(CC)CC	0.7	-1.1	-10	0	-5	-4	5	-6	18
COc1ccccc1NS(=O)(=O)c1cc([N+](=O)[O-])ccc1N/N=C/c1c(C)[nH]c2ccccc12	-0.5	-0.7	-111	-105	-132	16	-141	0	16
Cc1ccc(NC2=NCC(=O)N2c2ccc3c(c2)OCCO3)c(C)c1	2.5	-0.5	-12	-5	-64	-3	4	-2	-2
COC(=O)CCCC(=O)Nc1ccc(Cl)c(Cl)c1	1.1	-0.3	3	6	-7	9	5	-1	31
CCc1ccc(OCCCC(=O)Nc2ccc(S(=O)(=O)Nc3cc(C)nc(C)n3)cc2)cc1	0.2	0.2	2	4	5	-3	-1	-2	12
CCOC(=O)[C@]12CCC=C1N(Cc1cccc3ccccc13)C(=O)[C@H](CC(=O)NCCc1ccccc1OC)C2	-0.1	-1.0	-3	5	nt	9	0	-2	-3
Cc1ccc(Nc2nc(NCCCN3CCOCC3)nc(N)c2[N+](=O)[O-])cc1C	-0.5	0.2	-4	1	2	9	-1	-4	6
Cc1ccc2c(CN3CCC(C)CC3)cc(=O)oc2c1C	0.7	-0.8	3	0	-6	8	-2	-2	10
Cc1cc(C)cc(OCC(=O)N/N=C/c2ccncc2)c1	0.0	-0.8	-3	-1	7	-10	1	-9	-12
CN(C)S(=O)(=O)c1ccc(-c2csc(N/N=C/c3ccc(O)cc3)n2)cc1	1.8	0.4	-6	-2	-43	20	6	-6	2
O=C1NC[C@@H](CCCCN2CCN(CCc3ccc(O)cc3)C(=O)C2=O)N(CCc2ccc(O)cc2)C1=O	-0.8	0.2	2	-63	nt	-10	5	0	-5
Cc1cc(Br)cn2c(Cc3ccccc3)c(-c3ccc(F)cc3)nc12	0.6	-0.6	-4	-6	16	16	-4	-3	1
COc1ccc(CC(=O)NNC(=O)COc2ccc(C)cc2)cc1S(=O)(=O)N1CCOCC1	0.0	-0.3	-12	-5	7	-3	-1	0	19
CN1CCN(c2nc3cc(C(F)(F)F)ccc3n3cccc23)CC1	0.1	-0.8	0	9	-6	6	-7	4	4
CC(=O)Nc1ccc(NC(=O)C(C)OC(=O)CCc2c[nH]c3ccccc23)cc1 (stereo unspecified)	0.3	-0.4	-3	-4	-55	-4	1	-1	2
COc1cccc(NC(=O)c2cnc(SC)nc2)c1	-0.1	0.5	0	13	-3	-1	2	-1	-2
COc1ccccc1CN1C2CCCC1CC(NC(=O)/C=C/c1ccccc1)C2 (stereo unspecified)	0.6	-0.2	7	6	18	-3	4	-3	-2
CCN(CC)CCCNC(=O)CNC(=O)c1nn(-c2ccc(OC)c(OC)c2)c(=O)c2ccccc12	-0.6	-0.2	3	5	-14	-4	5	0	13
CCCOc1ccc(N2C(=O)CC(N(CCOC34CC5CC(CC(C5)C3)C4)C(C)=O)C2=O)cc1 (stereo unspecified)	-1.2	-1.1	-8	4	-1	14	-3	-6	1
O=C(NNC(=O)c1ccccc1F)c1cccc(Cl)c1	-0.1	-0.7	-8	-5	-5	-11	-2	-4	-4
O=C(NCC1CC1)c1cccs1	1.1	-1.3	5	2	2	-3	4	-6	31
COC(=O)c1ccccc1NC(=O)CNCCc1ccc(OC)c(OC)c1	-0.6	-0.3	-9	9	-21	-4	-2	-2	14
CCN(C(=O)CSc1nnc(-c2ccncc2)o1)c1ccccc1	-1.0	-0.8	8	-5	5	-2	-8	-9	-6
Cc1ccc(S(=O)(=O)N(C)c2c(C)ccc(S(N)(=O)=O)c2C)cc1	-0.7	0.3	-5	-5	-16	3	-1	2	7
Cc1c(C)n(C)c2ccc(C(=O)NCCCN3CCCC3)cc12	-0.2	0.1	-4	-6	-24	-5	-2	-2	7
CCCCC1Cc2[nH]c(=S)[nH]c(=O)c2C(c2ccc(C(C)C)cc2)O1 (stereo unspecified)	-0.1	-0.5	-1	4	nt	11	1	1	-8
Cc1ccc(Cn2ncc3c(N4CCN(CC#N)CC4)ncnc32)cc1	-0.5	0.6	1	-8	5	-4	7	-3	1
CSc1ccc(S(=O)(=O)N(C)Cc2ccccc2)cc1	-0.5	0.7	-5	2	-12	20	-8	-2	7
N#C/C(N)=C(/C#N)N=Cc1cccc(Cl)c1	1.5	-0.5	5	-6	-8	9	2	-4	0
Cc1nc(SCC(O)CCl)c([N+](=O)[O-])[nH]1 (stereo unspecified)	2.1	-0.4	2	7	0	-10	3	-3	-3
Cc1ccc2oc(C(=O)NCc3ccc4c(c3)OCO4)c(C)c2c1	-0.6	0.0	4	6	17	11	0	-3	0
C[C@H](O)C#Cc1cnc2c(c1)C(=O)N([C@H](C)CO)C[C@@H](C)[C@H](CN(C)C(=O)Nc1ccc(C(F)(F)F)cc1)O2	-0.8	-1.3	7	-7	-2	-2	0	-2	18
CCOC(=O)C1CCCCN1Cc1ccc(OC)c(OC)c1 (stereo unspecified)	-0.8	-0.5	-4	-12	11	-7	-4	2	0
Cc1nn(C(C)C(=O)NCCc2cccs2)c(=O)c2nn(-c3ccccc3)c(C)c12 (stereo unspecified)	-0.3	-0.6	0	14	-19	-5	2	-1	19
COCc1cccc(-c2csc(C(O)c3ccc(OC)cc3)n2)c1 (stereo unspecified)	-0.1	-0.1	-1	4	-12	2	-3	-1	2
COc1cccc(C(=O)NNc2c3ccccc3nc3ccccc23)c1	0.5	-0.3	-5	-4	-20	-1	22	-7	4
O=C(O)CSCC(=O)N1CCN(c2cc(C(F)(F)F)nc3ccccc23)CC1	1.0	0.3	-2	9	5	-6	0	-3	15
O=C1[C@H]2[C@H](C=CC[C@H]2C(=O)N2CCN(c3ccccc3)CC2)CCN1Cc1ccccc1	1.1	-0.2	-11	28*	-6	-3	1	-2	17
CCOC(=O)N/N=C/C=C/c1ccccc1	0.4	0.1	7	0	9	-8	5	0	3
Cc1ccc(C(C(=O)NC2CCCCC2)N(CC2CCCO2)C(=O)CCCC(=O)Nc2ccccn2)cc1 (stereo unspecified)	-1.2	-0.2	-5	14	-7	-4	1	-1	-6
O=C(Nc1cccc(S(=O)(=O)N2CCCCC2)c1)c1ccc(Cl)nc1	0.6	0.6	-10	-2	-17	6	-4	-4	5
O=C1NC(c2ccccc2)CCC1(Cl)Cl (stereo unspecified)	0.0	0.9	0	-4	11	-10	1	2	3
O=C(OCC(=O)N1CCCC1)c1cnc(Cl)c(Cl)c1	0.1	-0.1	10	10	-19	-6	0	-1	3
CCOC(=O)Cc1ccc(NC(=O)c2cccc([N+](=O)[O-])c2)cc1	0.7	-0.5	-7	2	-2	16	3	-2	-3
COc1ccc(N2CCN(C(=O)Cn3c(=O)c4cccn4c4cccnc43)CC2)cc1	1.1	-0.4	0	3	-8	12	-4	-2	14
Cn1ccnc1SCC(=O)Nc1cc(S(=O)(=O)N2CCOCC2)ccc1Cl	-0.6	0.8	-6	-7	-1	-11	0	-3	9
COc1ccc(S(=O)(=O)NCCC(C)C)cc1C	0.9	-1.0	-6	7	11	2	-1	-1	9
CN1CCCC(OC(=O)c2ccc3c(c2)OCCO3)C1 (stereo unspecified)	1.1	0.5	-3	1	4	-6	4	0	-6
NN/C(=C\[N+](=O)[O-])Nc1ccc(Cl)cc1	-1.3	2.7	-5	0	-24	-38	-1	-3	3
CCOc1ccccc1N(CC(=O)OC)S(C)(=O)=O	-0.7	-0.3	-2	-10	2	-4	-1	1	5
CCn1cc(CNC(=O)c2ccc3nc(Cc4ccc(OC)cc4)oc3c2)cn1	0.5	-0.4	0	6	13	-4	-4	-1	4
O=C(OCc1ccc(COC(=O)c2cccnc2Cl)cc1)c1cccnc1Cl	0.3	-0.3	3	10	-5	22	3	3	9
COCCNc1oc(/C=C/c2ccc(F)cc2)nc1S(=O)(=O)c1ccccc1	1.5	-0.1	6	-7	8	16	-1	-3	-5
COc1ccc(-n2nnnc2S(=O)(=O)CC(=O)N2CCCCC2)cc1	2.4	-0.6	7	9	23	40	2	-2	4
O=C1C2C3C=CC(CC3)C2C(=O)N1c1ccc(Br)cc1 (stereo unspecified)	0.9	-0.1	-1	8	-17	-5	0	-5	-12

Among those listed so far, 2 have a furan ring, fused or not:
SMILES	MsrA inhibitor	Tb MetRS inh	eLon inh	CendR NRP1 mod	PABP1 MLLE inh	FAS-TE inh	MT1-MMP act inh	MsrA act	SKN-1 inh
Cc1ccccc1CN1CCN(Cc2cc3ccccc3o2)CC1CCO (stereo unspecified)	0.1	-0.1	4	6	-1	4	-4	-3	13
Cc1ccc2oc(C(=O)NCc3ccc4c(c3)OCO4)c(C)c2c1	-0.6	0.0	4	6	17	11	0	-3	0

Back to the main list, starting 3 compounds before the break.
SMILES	MsrA inhibitor	Tb MetRS inh	eLon inh	CendR NRP1 mod	PABP1 MLLE inh	FAS-TE inh	MT1-MMP act inh	MsrA act	SKN-1 inh
COCCNc1oc(/C=C/c2ccc(F)cc2)nc1S(=O)(=O)c1ccccc1	1.5	-0.1	6	-7	8	16	-1	-3	-5
COc1ccc(-n2nnnc2S(=O)(=O)CC(=O)N2CCCCC2)cc1	2.4	-0.6	7	9	23	40	2	-2	4
O=C1C2C3C=CC(CC3)C2C(=O)N1c1ccc(Br)cc1 (stereo unspecified)	0.9	-0.1	-1	8	-17	-5	0	-5	-12
C[C@H](CO)N1C[C@H](C)[C@@H](CN(C)C(=O)Nc2ccc(C(F)(F)F)cc2)Oc2ccc(NS(=O)(=O)c3ccccc3)cc2C1=O	1.0	-0.2	-1	-10	4	13	1	-2	8
CCCC(=O)n1nc(-c2ccccc2)nc1N	-0.4	-0.3	-2	9	-6	-6	9	0	1
Cc1nonc1N1CCN(Cc2cn[nH]c2-c2ccc(F)cc2F)CC1	-0.6	-0.7	-6	5	-3	-3	4	-10	-9
Cc1ccc(-c2nc3ncccc3o2)cc1NC(=O)Cc1ccc(Cl)cc1	0.1	0.3	-1	-5	2	-4	2	-1	-20
O=C(COc1ccc(F)cc1Cl)N(Cc1nnc(-c2ccccc2Cl)o1)C1CC1	0.9	-0.9	3	10	-18	8	3	-12	-11
O=S(=O)(Nc1nnc(C2CCCCC2)s1)c1ccc(F)cc1	0.1	-0.3	1	8	10	0	-1	-3	1
Cc1ccc(C2=NNC3(CCOC(C)(C)C3)S2)cc1 (stereo unspecified)	0.5	-0.8	7	-7	28	-3	-3	-1	3
COc1ccc(-c2nnc(NC(=O)C(C)C)o2)cc1	0.4	-0.6	-6	-2	12	-7	3	-2	-7
CC(=O)Nc1ccc(OCc2cnc(Cl)s2)cc1	1.1	-0.9	0	6	9	-6	5	-8	11

Screens: PubChem BioAssay, several laboratories

Outcome played no part in choosing rows; overall some 4% were active at least once.
